SNCA viab count: reduces viability of HEK-293 SNCA reporter cells. HEK-293-SNCA-luc viability, GF-AFC fluorescence, 24 h. Potency, µM (highest dose often 57.1 µM), for inactives: at the highest dose activity change, negative = cytotoxicity, hits mostly cytotoxic. 150,000 tested, 0.12% active. AID 1671193;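 further: potency means the concentration at half of the fitted maximal effect; 0% = DMSO-treated cells and -100% = medium-only wells without cells; nearly all actives have a fitted effect of over 30% in size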
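HEK-293-SNCA-luc cells (1500/well) plated 24 h, then exposed 24 h to a dilution series; GF-AFC added 30 min at 37C, fluorescence 405/540 nm; normalised to medium-only and DMSO wells, Hill fit.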
SNCA expr inhib: inhibitors of alpha-synuclein (SNCA) gene expression. HEK-293 SNCA-luciferase knock-in, luminescence, 24 h. AID 1671194. Potency, µM (titrated, usually from 57.2 µM), inactives show at the top dose activity change, negative = inhibition, actives largely listed as inhibitors. 140,000 tested, 0.17% active;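 further: potency means the concentration at half of the fitted maximal effect; plate controls were DMSO cells for no effect and cell-free wells for full effect; nearly all actives have a fitted effect of over 45% in size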
3T3 cytotox: NIH 3T3 cell cytotoxicity. NIH 3T3 viability, CellTiter-Glo ATP luminescence, 48-72 h. Potency, µM (highest dose often 96.7 µM), for the others: at the top dose activity change, negative = cytotoxicity, hits mostly inhibitors. 94,000 tested, 4.3% active. AID 1345082; further: potency means the concentration at half of the fitted maximal effect; nearly all actives have a fitted effect of over 55% in size
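Cytotoxicity was measured by CellTiter-Glo ATP luminescence after 48 or 72 h compound exposure at 37 °C. Mouse NIH 3T3 fibroblasts were seeded at 400 cells/well and dosed by 23 nL pin transfer.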
Luciferase inh: Photinus pyralis luciferase inhibition; 76,000 tested, 2.5% active; purified P. pyralis luciferase, luminescence, biochemical; P08659; Potency, µM (doses to about 115 µM), inactives show at the highest dose activity change, negative = inhibition, usual class: inhibitors; AID 1347043; further: potency means the concentration at half of the fitted maximal effect; nearly all actives have a fitted effect of over 65% in size
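Purified P. pyralis luciferase (10nM final) in 50mM Tris acetate pH 7.5, 10mM Mg acetate, 0.01% Tween-20, 0.05% BSA with 10uM D-luciferin and 10uM ATP. Compounds titrated qHTS. Luminescence imaged on CCD.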
GPT2 inh: inhibitors of human GPT2 alanine aminotransferase | 100,000 tested, 0.25% active | Potency, µM (doses to about 57.7 µM), without a hit: at the highest dose activity change, negative = inhibition, usual class: inhibitors | Recombinant GPT2, coupled pyruvate oxidase/HRP Amplex Red fluorescence | Q8TD30; further: potency means the concentration at half of the fitted maximal effect; nearly all actives have a fitted effect of over 60% in size; many of its hits are not listed in these tables
Target sequence (Q8TD30 whole entry, looked up): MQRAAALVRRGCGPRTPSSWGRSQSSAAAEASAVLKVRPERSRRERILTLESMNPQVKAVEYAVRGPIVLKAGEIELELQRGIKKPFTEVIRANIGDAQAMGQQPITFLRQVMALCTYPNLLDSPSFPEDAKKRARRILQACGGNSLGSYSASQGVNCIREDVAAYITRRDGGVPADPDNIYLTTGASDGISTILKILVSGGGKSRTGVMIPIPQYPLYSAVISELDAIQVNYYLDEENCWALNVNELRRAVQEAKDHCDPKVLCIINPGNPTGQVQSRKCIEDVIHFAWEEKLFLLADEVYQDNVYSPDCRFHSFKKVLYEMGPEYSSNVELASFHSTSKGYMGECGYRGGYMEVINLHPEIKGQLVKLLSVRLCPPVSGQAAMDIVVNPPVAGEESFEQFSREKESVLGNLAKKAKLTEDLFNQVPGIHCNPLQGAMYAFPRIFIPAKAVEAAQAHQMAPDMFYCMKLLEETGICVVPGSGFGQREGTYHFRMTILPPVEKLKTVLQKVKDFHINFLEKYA
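Fluorescence of coupled pyruvate oxidase/HRP/Amplex Red system (50uM Amplex, 30 min, dark) reports pyruvate formed by GPT2. Enzyme reaction: 10ng/uL GPT2, 2mM L-alanine, 250uM a-KG, 30 min room temperature, pH 7.5; 50uM AOA control.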
HEK293 tox: cytotoxic compounds in HEK 293 cells | AID 1345083 | Potency, µM (doses to about 115 µM), for inactives: top-dose activity change, negative = cytotoxicity, usual class: inhibitors | HEK 293 viability, ATP luminescence (CellTiter-Glo), 48-72 h | 94,000 tested, 6.6% active; further: potency means the concentration at half of the fitted maximal effect; nearly all actives have a fitted effect of over 60% in size
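Read-out: CellTiter-Glo ATP luminescence. Cells: HEK 293, 250 cells/well. Exposure: 48 or 72 hr, 37 degree Celsius.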
IP6K1 inhibitor: IP6K1 kinase inhibition | Q92551 | IP6K1 kinase, ADP-Glo luminescence, 2 h; active compounds read low | activity change, % (series mostly up to about 58 µM) | 140,000 tested, 0.81% active | AID 1645851; in the data active means activity change below about -25%
Target sequence (Q92551 whole entry, looked up): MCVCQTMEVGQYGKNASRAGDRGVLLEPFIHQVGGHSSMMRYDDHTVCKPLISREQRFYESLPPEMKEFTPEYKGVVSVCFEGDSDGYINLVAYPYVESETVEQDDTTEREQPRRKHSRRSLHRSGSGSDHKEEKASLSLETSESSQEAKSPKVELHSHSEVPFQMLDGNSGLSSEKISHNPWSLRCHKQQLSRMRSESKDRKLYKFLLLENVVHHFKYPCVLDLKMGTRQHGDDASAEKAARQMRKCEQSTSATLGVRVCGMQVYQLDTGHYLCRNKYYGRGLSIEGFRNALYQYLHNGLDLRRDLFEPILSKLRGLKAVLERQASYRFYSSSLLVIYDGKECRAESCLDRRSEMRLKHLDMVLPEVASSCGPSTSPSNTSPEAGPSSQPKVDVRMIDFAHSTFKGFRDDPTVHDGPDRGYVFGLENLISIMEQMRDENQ
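ADP-Glo luminescence measures ADP made by human IP6K1 during a 2 h RT reaction with ATP/IP6 (mix at 1.3 mM/130 uM); top library doses 57.5 and 19.1 uM final.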
* marks the source's active call; other numbers are inactive results; i = inactive; ? = inconclusive; nt = no result given; [ ] = dose if it differs, or a comment. Unless noted, the call rests on the fitted dose curve; in most records, active means well fitted curve in the direction sought with a large enough effect; inconclusive means small, poorly fitted or top-dose-only effect, or another doubt; inactive means no such curve, though single readings can be large; an effect the other way counts as inactive or inconclusive. Unless noted, on the % scale 0 is the no-effect control and ±100 the full control effect. An excerpt; the hit share may differ from the screen's.

SMILES	SNCA viab count	SNCA expr inhib	3T3 cytotox	Luciferase inh	GPT2 inh	HEK293 tox	IP6K1 inhibitor
CC1(C(=O)NC2CCC2)CN(Cc2ccccc2)Cc2ccc(N3CCOCC3)nc21 (configuration not stated)	?	-9%[87.6 µM]	?	-2%[172 µM]	-10%[88.5 µM]	?	-5
Cc1cccc(CN2CCCC(O)(CNCc3cccc(F)c3)C2=O)c1 (configuration not stated)	0%	-11%	?	2%	i	?	1
COc1ccc2c(c1)-c1nc(NC(=O)c3ccc(Cl)cc3)sc1CC2	2%	2%	nt	nt	nt	nt	12
COc1cc(NC(=O)C2CN(S(=O)(=O)C3CC3)CC23CCCCC3)cc(OC)c1 (configuration not stated)	-1%	0%	?	5%	-9%	?	32
CCn1cc(CN(C)C(=O)c2oc3c(C)c(C)ccc3c2C)cn1	-25%	72%[activator]	?	-22%	-14%	?	18
COc1cccc(CNC(=O)[C@@]23CCCC[C@H]2N(CCC(C)C)C(=O)CC3)c1OC	-18%	-8%	-10%	-3%	?	?	1
CC(=O)c1cccc(Nc2nn(-c3ccc(OC(F)(F)F)cc3)nc2C(C)=O)c1	8%	-4%	nt	nt	nt	nt	-17
Cc1nocc1C(=O)N1C[C@@H](COc2ccccc2)[C@H](C(N)=O)C1	0%	7%	-10%	4%	-5%	i	7
O=C(Nc1cccc(Br)c1)C1CC(=O)N(c2n[nH]c3cccc(F)c23)C1 (configuration not stated)	-10%	-1%	i	-2%	i	?	4
O=C(NCCOc1ccccc1)C1CN(Cc2ccccc2)C(=O)N1 (configuration not stated)	8%[87.6 µM]	9%[87.6 µM]	-3%[138 µM]	-1%[172 µM]	i	-21%[172 µM]	-10
Cc1cc(C)c(NC(=O)CSc2ccc(-c3ccccn3)nn2)c(C)c1	7%	32%[activator]	nt	nt	nt	nt	-13
CCOc1cc(=O)n2c(c1C(=O)Nc1cc(OC)cc(OC)c1)CCCC2	9%	36%[activator]	4%	9%	i	-8%	-24
COc1ccc(CN2C[C@H]3CN(S(=O)(=O)c4ccc(C)cc4)CCN3C2=O)cc1	-16%[87.6 µM]	-18%[87.6 µM]	?	-5%[172 µM]	5%[88.5 µM]	?	23
Cc1cccc(CN2CCCCC23Cc2ccccc2CNC3=O)n1 (configuration not stated)	-7%	8%	-28%	nt	-4%	?	0
CCCCc1cc(C[C@H]2CNCC[C@H]2CC(=O)NCc2ccc(F)cc2)no1	2%[87.6 µM]	-11%[87.6 µM]	?	-7%[172 µM]	i	?	2
COc1ccc(CN2CCCC(c3nn(-c4ccc(Cl)cc4)c(=O)[nH]3)C2)cc1 (configuration not stated)	-3%	10%	?	8%	i	?	10
O=C(NCc1cccc(Cl)c1)c1ccc2oc(-c3cccnc3)nc2c1	-9%	-1%	?	nt	i	-25%	-4
O=C(OCc1cc(=O)n2nc(-c3cccs3)sc2n1)c1cccc(Cl)c1	16%	-11%	nt	nt	nt	nt	34
Cc1ccc(Sc2c(C)nn(C(=O)c3ccc(Br)cc3)c2C)cc1	-8%	4%	nt	nt	nt	nt	-8
Cc1cc2nc3n(c(=O)c2n1CC(=O)Nc1ccc(F)cc1)CCC3	-1%	86%[activator]	-6%	-30%	i	-18%	8
O=[S+]1([O-])N(c2ccccc2)C[C@@H](O)[C@]12CCN(Cc1ccc(C(F)(F)F)nc1)C2	nt	nt	?	nt	nt	?	-2
O=C(O)C[C@@H]1CCN(C(=O)Cc2ccccc2)C[C@@H]1CCN(CCN1CCOCC1)c1ccccc1	3%	4%	-26%	-5%	0%	i	-12
Oc1cccc(-c2cc3c(cn2)NCCN(Cc2ccccc2)C3)c1	5%[87.6 µM]	31%[activator][87.6 µM]	?	-23%[172 µM]	i	?	-19
CC(C)NC(=O)C(C)[C@@H]1CC[C@@]2(C)CC[C@H](NC(=O)CC(C)(C)C)[C@@H](C)[C@@H]2[C@H]1O (some centres not stated)	-6%[87.6 µM]	21%[87.6 µM]	-19%[138 µM]	-13%[172 µM]	i	-13%[172 µM]	0
Cc1cccc(NC(=O)C2CCN(S(=O)(=O)c3cccc4nsnc34)CC2)c1	6%	-17%	nt	nt	nt	nt	-10

Looked up by compound from the list above (five):
SMILES	SNCA viab count	SNCA expr inhib	3T3 cytotox	Luciferase inh	GPT2 inh	HEK293 tox	IP6K1 inhibitor
O=C(Nc1cccc(Br)c1)C1CC(=O)N(c2n[nH]c3cccc(F)c23)C1 (configuration not stated)	-10%	-1%	i	-2%	i	?	4
CCOc1cc(=O)n2c(c1C(=O)Nc1cc(OC)cc(OC)c1)CCCC2	9%	36%[activator]	4%	9%	i	-8%	-24
Cc1cccc(CN2CCCCC23Cc2ccccc2CNC3=O)n1 (configuration not stated)	-7%	8%	-28%	nt	-4%	?	0
O=[S+]1([O-])N(c2ccccc2)C[C@@H](O)[C@]12CCN(Cc1ccc(C(F)(F)F)nc1)C2	nt	nt	?	nt	nt	?	-2
Oc1cccc(-c2cc3c(cn2)NCCN(Cc2ccccc2)C3)c1	5%[87.6 µM]	31%[activator][87.6 µM]	?	-23%[172 µM]	i	?	-19

(cont.)
SMILES	SNCA viab count	SNCA expr inhib	3T3 cytotox	Luciferase inh	GPT2 inh	HEK293 tox	IP6K1 inhibitor
Cc1cc(C)cc(Nc2ncnc3sc4c(c23)CCCC4)c1	3%	3%	nt	nt	nt	nt	-13
CCN(CC)C(=O)C1=C(C)Nc2nc3ccccc3n2C1c1ccc(Br)cc1 (configuration not stated)	-3%	-7%	nt	nt	nt	nt	-19
Cc1cc(C)cc(C(=O)Nc2c(C(=O)Nc3ccccc3F)oc3ccccc23)c1	-3%	-4%	nt	nt	nt	nt	6
CC(=O)N1CCC(N2C[C@H](NC(=O)c3ccoc3C)[C@@H](C3CC3)C2)CC1	4%	-17%	-7%	3%	-4%	4%	6
C[C@H](O)c1onc(-c2ccc(Cl)cc2)c1C(=O)NC1CC1	-1%[87.6 µM]	?	-2%[138 µM]	4%[172 µM]	3%[88.5 µM]	2%[172 µM]	-14
CN(C)c1ccc(CN2CCCC3(CC(Cc4ccccc4)=NO3)C2)cc1 (configuration not stated)	-9%	-31%	-30%	7%	-7%	?	0
Cc1nn(C)c(C)c1CNC(=O)C1CC(=O)N(c2n[nH]c3ccccc23)C1 (configuration not stated)	6%	5%	i	7%	-1%	5%	17
Cc1cnc(C(=O)NCC(=O)N2CCCCCNC(=O)CC2c2ccccc2)cn1 (configuration not stated)	4%	-3%	i	0%	i	-1%	-3
CCOC(=O)C1CCN(C(=O)CCS(=O)(=O)c2cc3c(cc2Cl)NC(=O)CO3)CC1	-8%	6%	nt	nt	nt	nt	-4
O=C(NCc1ccccc1Cl)c1ccc2oc(=O)n(Cc3ccccc3)c2c1	-5%	?	nt	nt	nt	nt	5
O=C(c1ccc2c(c1)OCO2)N1CCCC1c1nnc2n1CCNC2 (configuration not stated)	-11%	-26%	-10%	nt	-8%	-18%	7
CCC(=O)N1Cc2ccccc2CC2(CCCN(CC3CCNC3)C2)C1 (configuration not stated)	-3%	4%	?	nt	i	?	0
O=C(c1ccccc1)N1CCC(N2CCOCC2=O)CC1	0%[87.6 µM]	6%[87.6 µM]	0%[138 µM]	nt	-3%[88.5 µM]	3%[172 µM]	-11
CC(C)c1nn2c(=O)cc(COC(=O)c3ccc(NC(=O)CCc4ccccc4)cc3)nc2s1	0%	39%[activator]	nt	nt	nt	nt	7
Cc1ccc(-c2cn3cc(C(=O)NCCc4ccccc4F)nc3s2)cc1	1%	4%	-18%	nt	i	1%	-3
CCOC(=O)c1ccc(NC(=O)CSc2nc3ncc(Br)c(C)c3[nH]2)cc1	-12%	-18%	nt	nt	nt	nt	-18
COc1cc(F)ccc1-c1nc(-c2c(C)noc2C)cc2cc(C)oc12	1%[87.6 µM]	68%[activator][87.6 µM]	?	-18%[172 µM]	?	?	-2
Cc1c(Cl)cccc1NC(=O)c1ccc(C(=O)Nc2cccc(Cl)c2C)cc1	7%	-3%	nt	nt	nt	nt	22
O=C(c1ccccc1F)N1CCN(c2ccc3nnc(-c4ccccc4)n3n2)CC1	nt	nt	?	nt	nt	-16%	20
CC(=O)c1c(C)cc2cccc(O)c2c1O[C@@H]1O[C@H](CO)[C@@H](O)[C@H](O)[C@H]1O	-16%	nt	nt	nt	i	nt	-2
COc1cccc2cc(-c3nc(-c4ccccc4F)no3)c(=O)oc12	3%	79%[activator]	nt	nt	nt	nt	57
CC(=O)N1CCCN(c2ncnc3c2CN(c2ccc([N+](=O)[O-])cc2)C(=O)N(C)C3)CC1	-2%	-5%	-18%	11%	-4%	4%	-8
COc1ccc(NC2CCCN(C(=O)c3ccccc3C(F)(F)F)C2)cc1OC (configuration not stated)	1%	7%	-24%	4%	?	?	10
Cc1ccc(C2(O)CCN(C(=O)CCn3cnc4ccccc43)CC2)nc1	2%	50%[activator]	-9%	1%	i	-26%	15

Single values from above.
IP6K1 inhibitor with CC(=O)c1cccc(Nc2nn(-c3ccc(OC(F)(F)F)cc3)nc2C(C)=O)c1 stands at -17
IP6K1 inhibitor with CCOC(=O)c1ccc(NC(=O)CSc2nc3ncc(Br)c(C)c3[nH]2)cc1 stands at -18

Profiles from above:
Cc1cc2nc3n(c(=O)c2n1CC(=O)Nc1ccc(F)cc1)CCC3 reads SNCA viab count = -1%; SNCA expr inhib = 86%[activator]; 3T3 cytotox = -6%; Luciferase inh = -30%; GPT2 inh = i; HEK293 tox = -18%; IP6K1 inhibitor = 8
O=C(NCCOc1ccccc1)C1CN(Cc2ccccc2)C(=O)N1 (configuration not stated) reads SNCA viab count = 8%[87.6 µM]; SNCA expr inhib = 9%[87.6 µM]; 3T3 cytotox = -3%[138 µM]; Luciferase inh = -1%[172 µM]; GPT2 inh = i; HEK293 tox = -21%[172 µM]; IP6K1 inhibitor = -10

Screening data: PubChem BioAssay, National Center for Advancing Translational Sciences (NCATS)
